Assay outcomes deposited in PubChem BioAssay by National Center for Advancing Translational Sciences (NCATS).
DT40 TDP1 no CPT: qHTS for Inhibitors of human tyrosyl-DNA phosphodiesterase 1 (TDP1): qHTS in cells in absence of CPT; Potency, µM (highest dose often 46.2 µM), without a hit: at the top dose activity change, negative = growth inhibition, actives largely listed as inhibitors; actives 15% (n = 420,000); DT40 Tdp1-/- hTDP1 cells, no CPT, ATP luminescence, 48 h; note: nearly all actives have a fitted effect of over 55% in size
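Stably hTDP1-transfected Tdp1-null chicken DT40 cells were treated with library compounds minus camptothecin and grown for at least 48 hr at 37 °C, after which cellular ATP was quantified by luminescence.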
TDP1 block: TDP1 (human) enzyme inhibition; actives 0.28% (n = 350,000); Potency, µM (top dose mostly 130 µM), inactives show top-dose activity change, negative = inhibition, most hits filed as inhibitors; recombinant TDP1, AlphaScreen DNA substrate cleavage; Q9NUW8; note: nearly all actives have a fitted effect of over 40% in size
Target sequence (Q9NUW8 whole entry, looked up): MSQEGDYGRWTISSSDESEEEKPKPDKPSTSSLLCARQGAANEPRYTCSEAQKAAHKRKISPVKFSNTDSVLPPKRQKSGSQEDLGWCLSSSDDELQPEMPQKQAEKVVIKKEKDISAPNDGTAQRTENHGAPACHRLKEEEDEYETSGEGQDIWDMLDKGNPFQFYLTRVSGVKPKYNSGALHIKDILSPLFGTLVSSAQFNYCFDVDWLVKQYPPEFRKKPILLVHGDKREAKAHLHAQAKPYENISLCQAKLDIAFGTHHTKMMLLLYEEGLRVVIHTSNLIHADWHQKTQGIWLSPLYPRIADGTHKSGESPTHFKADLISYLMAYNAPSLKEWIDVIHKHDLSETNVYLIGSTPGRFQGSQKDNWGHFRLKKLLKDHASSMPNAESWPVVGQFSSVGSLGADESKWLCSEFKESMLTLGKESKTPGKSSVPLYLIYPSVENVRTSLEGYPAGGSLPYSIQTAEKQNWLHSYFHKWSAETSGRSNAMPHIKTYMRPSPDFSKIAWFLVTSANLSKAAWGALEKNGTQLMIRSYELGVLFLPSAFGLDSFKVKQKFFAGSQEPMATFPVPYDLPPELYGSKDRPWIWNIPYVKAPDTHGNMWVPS
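Recombinant human Tdp1 (E. coli-expressed, 1 nM final) preincubated with compounds 15 min at room temperature, then 5'-biotin/3'-phosphotyrosine-FITC DNA substrate (15 nM final) added for 5 min. AlphaScreen beads (10 ug/ml final) added 10 min; cleavage lowers signal.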
N370S GC: inhibits or activates N370S mutant glucocerebrosidase | actives 0.092% (n = 330,000) | N370S GC spleen homogenate, 4MU-glucoside fluorescence | AID 2101 | P04062 | Potency, µM (top dose mostly 59.4 µM), inactives show at the highest dose activity change, negative = inhibition, hits mostly inhibitors;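 note: 0% = full enzyme activity and -100% = no enzyme basal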
Active calls of the source: *; u = inconclusive; x = not tested or not shown; & = joins results of further samples; ! = not active in a repeat; [ ] = another dose, or the depositor's remark. Calls come from the whole dose curve; as a rule, active = well fitted curve in the direction sought with a large enough effect; inconclusive = small, poorly fitted or top-dose-only effect, or another doubt; inactive = no such curve, though single readings can be large; an effect the other way counts as inactive or inconclusive. Unless noted, % is set by controls: 0 for no effect and ±100 for the full control effect; potency is the fitted concentration of half-maximal effect. Some of the compounds tested; rates above refer to the full screens.

1) Oc1ccc(-c2[nH]ncc2-c2nc3ccccc3s2)c(O)c1
2) O=C(Nc1ccccc1-c1ccccc1)NC1CCN(C(=O)N2CCOCC2)CC1
3) CNC(=S)N/N=C/c1c(C)c(C(=O)c2ccc(F)cc2)n2ccccc12
4) Cc1ccc(NC(=O)CN(C)C(=O)c2ccc(Cl)nc2)cc1
5) CSc1nsc(/C=C/Nc2ccc(C)cc2)c1C#N
6) O=c1ccc2cc(O)c(O)cc2o1
7) CCc1ccc(NC(=O)C(=O)NCC(c2ccc3c(c2)OCO3)N2CCOCC2)cc1 (configuration not stated)
8) CN(C)c1cccc(NC(=O)NC2(C)CCS(=O)(=O)C2)c1 (configuration not stated)
9) COc1cc(S(=O)(=O)Nc2ccccc2)ccc1N=Cc1c(C)[nH]n(-c2ccc(C)cc2)c1=O
10) CCOC(=O)C1=C(c2ccccc2)OC(N)=C(C#N)C1c1cccs1 (configuration not stated)

assay / entry | 1 | 2 | 3 | 4 | 5 | 6 | 7 | 8 | 9 | 10
DT40 TDP1 no CPT | 11% | -1% | u | -21% | -12% | u | -9% | -2% | x | -13%
TDP1 block | 4% | 0% | x | x | 2% | 0% | -2% | 2% | 6% | 4%
N370S GC | -5% | 1% | -14% | -2% | -11% | u | x | -9% | 1% | 1%

11) O=C(O)c1cc(Nc2nc(N3CCOCC3)nc(N3CCOCC3)n2)ccc1Cl
12) COc1ccc2nc(NC(=O)CSCc3c(C)noc3C)sc2c1
13) O=C(CCn1nc(-c2ccc(Cl)cc2)c2ccccc2c1=O)Nc1ccc(OC(F)(F)F)cc1
14) COc1ccc(Cn2c(=S)[nH]c3cc(C(=O)NCc4cccnc4)ccc3c2=O)cc1
15) COCCCNc1nc2c(-c3ccc(C)cc3)nnn2c2ccccc12
16) O=C(O)c1ccccc1/C=N/NC(=O)C1CCCC1
17) Cc1c(O)nc2ccccn2c1=O
18) CCCCC(=O)N(Cc1ccc2c(c1)OCO2)Cc1nc2ccccc2c(=O)[nH]1
19) Cc1ccc(S(=O)(=O)N2CCCC2C(=O)OCc2ccco2)cc1 (configuration not stated)
20) O=C(N/C=C/c1ccco1)OCc1ccccc1

assay / entry | 11 | 12 | 13 | 14 | 15 | 16 | 17 | 18 | 19 | 20
DT40 TDP1 no CPT | 0% | u | u | -14% | -5% | 15% | -9% | u | 21µM* | u
TDP1 block | 0% | x | -1% | 3% | x | 3%[56.1 µM] | 7% | 5% | -2% | 3%
N370S GC | -20% | -5% | x | -6% | 1% | -11% | 1% | 5% | 7% | -5%

For reference, part of the list above.
6) O=c1ccc2cc(O)c(O)cc2o1
7) CCc1ccc(NC(=O)C(=O)NCC(c2ccc3c(c2)OCO3)N2CCOCC2)cc1 (configuration not stated)
8) CN(C)c1cccc(NC(=O)NC2(C)CCS(=O)(=O)C2)c1 (configuration not stated)
9) COc1cc(S(=O)(=O)Nc2ccccc2)ccc1N=Cc1c(C)[nH]n(-c2ccc(C)cc2)c1=O
10) CCOC(=O)C1=C(c2ccccc2)OC(N)=C(C#N)C1c1cccs1 (configuration not stated)
11) O=C(O)c1cc(Nc2nc(N3CCOCC3)nc(N3CCOCC3)n2)ccc1Cl
12) COc1ccc2nc(NC(=O)CSCc3c(C)noc3C)sc2c1
13) O=C(CCn1nc(-c2ccc(Cl)cc2)c2ccccc2c1=O)Nc1ccc(OC(F)(F)F)cc1
14) COc1ccc(Cn2c(=S)[nH]c3cc(C(=O)NCc4cccnc4)ccc3c2=O)cc1
15) COCCCNc1nc2c(-c3ccc(C)cc3)nnn2c2ccccc12
16) O=C(O)c1ccccc1/C=N/NC(=O)C1CCCC1
17) Cc1c(O)nc2ccccn2c1=O

assay / entry | 6 | 7 | 8 | 9 | 10 | 11 | 12 | 13 | 14 | 15 | 16 | 17
DT40 TDP1 no CPT | u | -9% | -2% | x | -13% | 0% | u | u | -14% | -5% | 15% | -9%
TDP1 block | 0% | -2% | 2% | 6% | 4% | 0% | x | -1% | 3% | x | 3%[56.1 µM] | 7%
N370S GC | u | x | -9% | 1% | 1% | -20% | -5% | x | -6% | 1% | -11% | 1%

18) CCCCC(=O)N(Cc1ccc2c(c1)OCO2)Cc1nc2ccccc2c(=O)[nH]1
19) Cc1ccc(S(=O)(=O)N2CCCC2C(=O)OCc2ccco2)cc1 (configuration not stated)
20) O=C(N/C=C/c1ccco1)OCc1ccccc1

assay / entry | 18 | 19 | 20
DT40 TDP1 no CPT | u | 21µM* | u
TDP1 block | 5% | -2% | 3%
N370S GC | 5% | 7% | -5%

Continuation.
21) CCCc1[nH]nc2c1C(c1ccc(OC(=O)N3CCOCC3)cc1)C(C#N)=C(N)O2 (configuration not stated)
22) CC(C)(CNS(=O)(=O)c1ccc(Br)s1)N1CCOCC1
23) COc1ccc(Cl)cc1NC(=S)NNC(=O)CC(C)C
24) COc1ccc(-n2nc3cc(C)c(NC(=O)Cc4ccc(Cl)cc4)cc3n2)cc1
25) Cc1cccc(C)c1NC(=O)CN(C)C(=O)C1CCCCC1
26) COc1ccc(N2CC(C(=O)Nc3nc4ccc(OC)cc4s3)CC2=O)cc1 (configuration not stated)
27) OCc1c[nH]c2ccccc12
28) COCCCNC(=S)N1CCN(c2ccc([N+](=O)[O-])cc2)CC1
29) CCNC(=S)NNC(=O)Cc1ccccc1
30) Cc1coc2c(C)c3oc(=O)c(CCC(=O)NCCc4ccc(Cl)cc4)c(C)c3cc12

assay / entry | 21 | 22 | 23 | 24 | 25 | 26 | 27 | 28 | 29 | 30
DT40 TDP1 no CPT | -14% | -7% | -29% | -7% | -4% | u | 39µM*! | 8.2µM* | u | 12µM*
TDP1 block | 2% | 0% | 5% | -1%[12.3 µM] | -2% | x | 2%&15% | 3% | 6% | 7%
N370S GC | 2% | x | -17% | x | x | 0% | -6%&-12%&3% | -9% | -23% | x

31) Cc1ccc(NS(=O)(=O)c2ccccc2F)cc1S(=O)(=O)N1CCCCC1
32) Cc1ccc(C)c(NC(=O)CSc2nnc(CNC(=O)c3ccco3)o2)c1
33) CCOC(=O)c1cc2c(=O)n3cccc(C)c3nc2n(C)c1=N
34) Cc1ccc(S(=O)(=O)NCCOc2nc(N(C)C)nc(N3CCOCC3)n2)cc1
35) COc1ccc2c(c1)c1c(c(=O)n(-c3cc(Cl)ccc3C)c(=O)n1CC(=O)N1CCCC1)n2C
36) CN(Cc1ccccc1)C(=O)COC(=O)C1=NNC(=O)CC1
37) Cc1cccc(N=C2NC(=O)S/C2=C\c2ccco2)c1
38) CC(C)COc1ccc(C(=O)Nc2cc3nn(-c4ccccc4)nc3cc2Cl)cc1
39) C=COCCn1c(=N)n(CCC)c2ccccc21
40) CCOc1cc(CNC(=O)c2ccc(C)c(NC(=O)c3nsc4ccccc34)c2)ccc1OC

assay / entry | 31 | 32 | 33 | 34 | 35 | 36 | 37 | 38 | 39 | 40
DT40 TDP1 no CPT | -17% | 2% | x | -16% | u | -1% | u | -1% | u | 7.3µM*
TDP1 block | 0%[56.1 µM] | 0% | 0% | 7% | 3% | 0% | 0% | 7% | -1% | 3%
N370S GC | x | -10% | u | -4% | x | 3% | -4% | x | u | x

41) CCOc1cc(CNc2ccc3[nH]c(=O)[nH]c3c2)ccc1OCC(=O)NC(C)(C)C
42) C/C(=N\OC(=O)c1ccc(Br)cc1)c1ccccn1
43) COc1ccc(CCNC(=O)c2nnn(CC(=O)Nc3ccc(C)cc3C)c2N)cc1OC
44) CCCc1nnc(NC(=O)C(=O)NCCN(C)C)s1
45) COC(=O)c1ccc2c(c1O)C(=O)c1ccccc1C2=O
46) COc1cc(S(=O)(=O)Nc2ccccc2C)ccc1NC(=O)c1ccncc1
47) CN(c1ccccc1)S(=O)(=O)c1cccc(C(=O)Nc2cccc(C(=O)NC3CC3)c2)c1
48) COC(=O)CSc1nc(C)c(Oc2ccccc2)c(=O)[nH]1
49) O=C(Cc1csc(-c2ccccc2)n1)NCC(=O)Nc1ccc(F)c(F)c1F
50) COCCNC(=S)N1CCC(NC(=O)c2ccco2)CC1

assay / entry | 41 | 42 | 43 | 44 | 45 | 46 | 47 | 48 | 49 | 50
DT40 TDP1 no CPT | u | -13% | 16% | -3% | 21µM* | -26% | u | u | -9% | -5%
TDP1 block | 3% | 3% | 0% | x | -1% | 1% | -3% | 4% | 0% | -1%
N370S GC | -22% | 8% | -5% | -2% | -6% | -7% | -5% | -2% | x | -9%

51) O=C(CSc1nc2ccccc2c(=O)[nH]1)N1CCN(c2ccccc2F)CC1
52) CS(=O)(=O)Nc1nnc(C2CCCC2)s1
53) COc1cc2c(cc1NC(=O)COC(=O)/C=C/c1ccc([N+](=O)[O-])cc1)oc1ccccc12
54) Cc1ccc(SCCNS(=O)(=O)c2ccc3c(c2)OCCO3)cc1
55) CC(C)Cn1c(N)c(C(=O)COC(=O)c2cc(C3CC3)nc3ccccc23)c(=O)n(C)c1=O
56) CCOc1cccc(-c2nnc(SCC(=O)NC3CC3)n2C)c1
57) CC(=O)c1ccc(NC(=O)Cn2c(=O)cc(C)c3c(C)nn(-c4cccc(F)c4)c32)cc1
58) O=C(Nc1ccc2c(c1)CCCN2C(=O)c1cccs1)c1ccccc1C(F)(F)F
59) O=C(CSc1ccc2c(c1)OCCO2)Nc1ccc(Cl)cn1
60) Cc1ccc(S(=O)(=O)N(C)CC(=O)OCC(=O)NCCN2C(=O)CSC2=O)cc1

assay / entry | 51 | 52 | 53 | 54 | 55 | 56 | 57 | 58 | 59 | 60
DT40 TDP1 no CPT | 18µM* | -9% | -15% | -26% | 21µM* | 17% | 3% | 23µM* | u | 1%
TDP1 block | 14% | 3% | x | 0% | 8%&3% | 3% | 8% | 1% | 0% | 1%
N370S GC | -5% | -3% | 9% | 9% | -7%&-19% | 3% | x | x | 5%[2.35 µM] | x

61) CCc1cc2c(cc3c(=O)n(CC(=O)NCCCN4CCCCCC4)nc(CC)n32)s1
62) O=c1c2cccnc2[nH]c(=S)n1Cc1ccccc1
63) COc1ccc(N2CCN(C(=O)CCc3nc(-c4ccc(C)cc4)no3)CC2)cc1
64) CC/C(=N\NC(=O)c1c(C)nc2ccccn12)c1ccccc1
65) COC(=O)c1cc(NC(=O)c2cc(-c3ccc(C(F)(F)F)cc3)oc2C(F)(F)F)ccc1N1CCOCC1
66) CCOC(=O)c1ccc(-c2ccc(/C=C(\C#N)C(=O)NCC3CCCO3)o2)cc1 (configuration not stated)
67) Cc1ccc(CNC(=O)[C@H]2C[C@@H]2[C@H](NP(=O)(c2ccccc2)c2ccccc2)c2ccccc2)o1
68) Cc1cccc(-n2ncc3c(=O)[nH]c(SCC(=O)NCCC4=CCCCC4)nc32)c1
69) CCOC(=O)c1nc(NNC(=O)c2ccc([N+](=O)[O-])cc2)sc1C
70) C=CCOC(=O)c1ccc(N2CCN(c3ccccc3)CC2)nc1

assay / entry | 61 | 62 | 63 | 64 | 65 | 66 | 67 | 68 | 69 | 70
DT40 TDP1 no CPT | u | -13% | -22% | u | 21µM* | 23µM* | 21µM* | 19% | u | -22%
TDP1 block | 4% | -4% | 4% | -8% | -3% | 1% | 7%&10% | -3% | 8% | x
N370S GC | -22% | 2% | 0% | -4% | 8% | -4% | 24%&3% | x | -1% | 0%

71) Cc1ccc(CN2C(=O)CCC2C(=O)NCc2ccc(F)cc2)cc1 (configuration not stated)
72) COc1cccc(N(C(=O)CNC(=O)c2ccco2)C(C(=O)NC2CCCC2)c2ccco2)c1 (configuration not stated)
73) COc1ccc(CCN2CCCC(CN(C)C(=O)c3ccoc3)C2)cc1 (configuration not stated)
74) CCSc1nc2ccccc2n1S(=O)(=O)c1ccccc1
75) COc1ccc(OCCN(C)C(=O)c2cccc(S(=O)(=O)N(C)c3ccccc3)c2)cc1
76) O=C1Nc2ccccc2C12NCCc1c2[nH]c2ccccc12 (configuration not stated)
77) CSc1nc2nc(-c3ccc(F)cc3)c(CCN3CCN(C)CC3)cn2n1
78) O=C(O)Cc1ccc(OCc2ccc(Cl)nc2)cc1
79) CCOC(=O)CCC(=O)N1CCOCCOCCN(C(=O)CCC(=O)OCC)CCOCC1
80) Cc1cccnc1NC(=O)CSc1nnc(CNC(=O)c2cccc([N+](=O)[O-])c2)n1C

assay / entry | 71 | 72 | 73 | 74 | 75 | 76 | 77 | 78 | 79 | 80
DT40 TDP1 no CPT | 1% | -29% | 15% | -1% | 18µM* | -12% | 15% | -2% | -2% | -14%
TDP1 block | 0% | x | 4% | 1% | 2% | 2% | 3% | 6% | 4% | 5%
N370S GC | 5% | -14% | -6% | -1% | x | 12% | -1% | -1% | -5% | 2%
